Screens deposited in PubChem BioAssay by Emory University Molecular Libraries Screening Center.
14-3-3 PPI: modulators of human 14-3-3 gamma - Raf peptide interaction; P61981; FP, 14-3-3gamma / TMR-pS259-Raf peptide binding; inhibition, % at 40 µM; 160,000 tested, 0.19% active; in the data active means inhibition above about 30%;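 further: 0% = protein plus tracer without compound and 100% = blank with tracer alone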
Target sequence (P61981 whole entry, looked up): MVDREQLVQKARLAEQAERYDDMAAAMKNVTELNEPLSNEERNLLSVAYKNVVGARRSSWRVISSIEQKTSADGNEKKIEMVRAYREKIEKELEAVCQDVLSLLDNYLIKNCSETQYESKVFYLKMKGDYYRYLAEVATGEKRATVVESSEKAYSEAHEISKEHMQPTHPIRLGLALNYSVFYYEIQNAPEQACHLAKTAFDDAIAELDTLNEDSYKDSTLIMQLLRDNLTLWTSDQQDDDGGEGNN
An asterisk follows results filed as active; & = joins results of further samples. These rows are one share of the data (hit frequency here may not be typical).

SMILES | 14-3-3 PPI
COc1ccc(Cn2c(=O)[nH]c3cc(C(=O)NCCC(C)C)ccc3c2=O)cc1 | -3
Cc1nc2c(C(=O)NCCc3ccccc3Cl)c[nH]n2c(=O)c1Cl | -2
COC(=O)Sc1nc(N2CCOCC2)c2c(c1C#N)CC(C)(C)OC2 | -4
CCOc1ccccc1N1CCN(C(=O)c2c(C)noc2C)CC1 | 0
O=C1c2cccc3c(N4CCCCC4)ccc(c23)C(=O)N1c1ccccn1 | -3
CCCc1cc(C(=O)Nc2cc(Br)ccc2O)no1 | -9
CCc1ccc(C(=O)NCC2(c3ccccc3)CCOCC2)o1 | 5
O=C(CSc1nnc2c(n1)[nH]c1ccccc12)OCN1C(=O)c2ccccc2C1=O | -1
CCO/C=C1/C(=O)N(CC)c2ccccc21 | -6
O=[N+]([O-])c1ccc(N2CCN(S(=O)(=O)c3ccc(Br)cc3)CC2)c(C(F)(F)F)c1 | -16
CCOC(=O)C1=C(C)NC(C)=C(C(=O)OCC)C1c1ccc(C)cc1 | 1
CC(=O)NCC(=O)OCC(=O)c1ccc(C)c(C)c1 | -2
COc1ccc(Cl)cc1NC(=O)c1cc2c(=O)n(C)c3cc(Cl)ccc3c2s1 | -10
O=C(NCC1CCCO1)C1CCC(=O)N1Cc1ccccc1Cl (stereo not drawn) | -6&1
CCCC(=O)Nc1cccc(-c2nc3cc(C)c(C)cc3o2)c1C | -29

Additional records.
SMILES | 14-3-3 PPI
COc1ccc(NC(=O)N2CCN(c3ccc(OC)cc3)CC2)cc1 | 9
Cc1ccc(-c2cc(C(=O)NCc3ccccn3)c3ccccc3n2)o1 | -19
CC(C)N(c1ccccc1)c1ccc(NC(=O)C2CCCO2)cc1 (stereo not drawn) | -6
O=[N+]([O-])c1ccc(N2CCN(c3ccc(C(F)(F)F)cc3[N+](=O)[O-])CC2)cc1N1CCCC1 | -4
COc1ccc(OC)c(S(=O)(=O)N2CCC(C(=O)Nc3ccc(C)c(C)c3)CC2)c1 | -7
COc1cccc(-n2c(=O)c3sccc3n(CC(=O)N3CCCCC3C)c2=O)c1 (stereo not drawn) | 2
COc1cc(CC(NC(C)=O)C(=O)NC2CCN(c3nc(C)cc(C)c3C#N)CC2)cc(OC)c1 (stereo not drawn) | -5
CCOC(=O)c1c(O)cc2ccccc2c1O | -11
CCN=C1SC(C(=O)Nc2cccc(Cl)c2)CC(=O)N1CC (stereo not drawn) | -1
CCOC(=O)N1CCN(C(=O)CN(C2CCCCC2)S(C)(=O)=O)CC1 | -1
O=C(CCC1N=C2c3ccccc3N=C(SCc3cccc([N+](=O)[O-])c3)N2C1=O)NCc1ccc2c(c1)OCO2 (stereo not drawn) | -3
COc1cc(C(C)=O)ccc1OC(=O)CN1C(=O)c2ccccc2C1=O | -4
O=C(NCc1ccco1)c1ccc(N2CCCC2=O)cc1 | -12&-52
CN(CC(=O)Nc1ccc(F)c(F)c1)S(=O)(=O)c1cccc2nsnc12 | -6
C=CCn1c(SCC(=O)/C(C#N)=C(\C)N)nc2sc(CC)cc2c1=O | -14

Carrying on.
SMILES | 14-3-3 PPI
COc1nc(-c2ccccc2)ccc1-c1noc(COc2ccccc2)n1 | -29
CCc1cccc(N=c2c([N+](=O)[O-])nn(-c3ccc(OC)cc3)n2O)c1 | -3
O=C(CCn1nnc(-c2cccs2)n1)NCc1ccccc1Cl | 3
O=C(Nc1ncccn1)c1ccc([N+](=O)[O-])cc1Cl | -4
COc1ccc(C2Oc3c(OC)cccc3C3CC(c4cccs4)=NN32)cc1 (stereo not drawn) | -96
CCN(CC)CCCn1c(C)cc2c(c1=O)C(c1ccccc1)C(C#N)=C(N)O2 (stereo not drawn) | 3
COc1ccc(OCC2c3cc(OC)c(OC)cc3CCN2C(=O)Nc2cccc(Cl)c2)cc1 (stereo not drawn) | -24
Cn1c(=O)c2c(-c3ccccc3)n(-c3ccc(Br)cc3)cc2n(C)c1=O | 6
COc1ccc(NC(=O)c2ccc(N3C(=O)c4ccc(C(=O)Nc5ccc(OC)cc5)cc4C3=O)cc2)cc1 | -5
Nc1nc(CN2CCN(c3ccccc3)CC2)nc(N2CCCc3ccccc32)n1 | -12
COc1ccc(Cl)cc1NC(=O)c1cc2nc(-c3ccc(OC)c(OC)c3)cc(C(F)(F)F)n2n1 | 5
CC(CCO)Nc1nc2c(c(=O)n(C)c(=O)n2C)n1Cc1cccc2ccccc12 (stereo not drawn) | -5
CCOc1ccc(C(=O)Nc2ccc3oc(-c4cccc(I)c4)nc3c2)cc1[N+](=O)[O-] | -9
CN1CCN(c2ccccc2NS(=O)(=O)c2ccc3c(c2)CCN3C(=O)C2CCC2)CC1 | -4
Cc1ccc(CNC(=O)CN2C(=O)C3(OCCCO3)c3ccccc32)cc1 | -1

Remaining list, next part.
SMILES | 14-3-3 PPI
O=C(Nc1cc(Oc2ccccc2)cc([N+](=O)[O-])c1)c1nn2c(c1Cl)NC(c1cccs1)CC2C(F)(F)F (stereo not drawn) | -22
FC(F)Oc1ccccc1C1CC(c2ccc(I)cc2)Nc2nnnn21 (stereo not drawn) | 1
Cc1nnc(Sc2cc(C(=O)NCCCSC3CCCCC3)c3ccccc3n2)s1 | -2
COc1cccc(NC(=O)CSc2nnc(-c3cccc(OC(C)C)c3)n2N)c1 | -2
O=C(CN(Cc1cccs1)C(=O)CNS(=O)(=O)c1ccc(F)cc1)NCc1ccco1 | -7
CC(C)(C)c1ccc(OC(=O)c2ccc(Br)o2)cc1 | -2
Cc1ncc(CO)c2cc(C(=O)Nc3cccc(C(F)(F)F)c3)c(=Nc3ccc([N+](=O)[O-])cc3)oc12 | -10
CCOc1ccc(-n2nc3ccc(NC(=O)COc4ccccc4)cc3n2)cc1 | -1
Nc1ccc2c(c1)C(=O)N(CCC(=O)O)C2=O | -9
O=C(Nc1ccccc1Cl)c1ccc(F)c(S(=O)(=O)N2CCCC2)c1 | -1
CCCOc1ccccc1C1C(C(=O)OC)=C(C)NC2=C1C(=O)CC(c1ccc(Cl)cc1)C2 (stereo not drawn) | -4
O=C(c1ccc(C(F)(F)F)cc1)N1CCN=C1SCc1ccccc1F | -3
CCc1ccc(N2C(=O)c3cccc4cccc(c34)C2=O)cc1 | -2
Cc1ccc(Cl)cc1N1CCN(C(=O)CCC(=O)Nc2ccc3nc(N4CCC(C)CC4)cc(C)c3c2)CC1 | 11
O=C(CSc1nc2ccccc2c(=O)n1Cc1ccccc1)NCc1ccccc1 | -5

(more compounds)
SMILES | 14-3-3 PPI
CCOC(=O)N1CCN(C(=O)c2ccc3nc(N4CCCCC4)sc3c2)CC1 | -8
CCN1CCN(CCNC(=O)C2CCC(Cn3c(=S)[nH]c4ccccc4c3=O)CC2)CC1 (stereo not drawn) | -1
CCCCn1nnnc1NCc1cccs1 | 11
O=C1CC(c2ccc(S(=O)(=O)NCc3ccccc3)cc2)CN1 (stereo not drawn) | -3
CN1C(=O)c2ccccc2C(C(=O)N2CCN(Cc3ccccc3)CC2)C1c1c[nH]c2ccccc12 (stereo not drawn) | 9
CCOC(=O)Cn1c(CN2CCOCC2)nc2c1c(=O)n(C)c(=O)n2C | -1
O=C(CNS(=O)(=O)c1cccs1)N1CCc2ccccc21 | -10
Cc1ccc(CSc2nc3c([nH]c4ccccc43)c(=O)n2C)cc1 | -1
Cc1cc(C)c(O)c(N=Cc2ccc([N+](=O)[O-])cc2)c1 | -10
CC(=O)N1CCc2cc3nc(C)cc(C)c3cc21 | -7
O=C(CCCN1C(=O)c2ccccc2C1=O)Nc1cccc(C(=O)O)c1 | -2
O=C(CCCC1=NS(=O)(=O)c2ccccc2N1)NCc1ccc2c(c1)OCO2 | -4
CCN(CC)CCN1C(=O)c2ccccc2NC1c1cc(OC)c(OC)c(OC)c1 (stereo not drawn) | 0&-6
CC(C)c1ccc(NC(=O)C2CCCCC2C(=O)O)cc1 (stereo not drawn) | -1
CC(C)(CO)NCc1ccccc1OCC(=O)Nc1ccccc1 | 15

Following part
SMILES | 14-3-3 PPI
CCN(CC)CCN1C(=O)C(=O)/C(=C(/O)c2ccccc2)C1c1ccccc1F (stereo not drawn) | -8
CN(C)CCNc1ncnc2ccccc12 | -10
COc1cccc(C2/C(=C(\O)c3ccc(Cl)cc3)C(=O)C(=O)N2c2nc3ccccc3s2)c1 (stereo not drawn) | -9
CCCCOC(=O)c1cccc(NC(=O)c2c(C)cc(C)cc2C)c1 | -9
N#Cc1c(NC(=O)C2CCCCC2)sc2c1CCC2 | -30
O=c1[nH]c(CN2CCOCC2)nc2ccccc12 | -9
O=C(NCc1ccccn1)c1ccc(CSCc2ccccc2Cl)o1 | 10
CC(=O)Nc1nc(C)nc(C)c1C(C)=O | -9
Cc1cccc(Oc2nc3c(c(=O)n(C)c(=O)n3C)n2Cc2ccccc2)c1C | 4
CCOC(=O)C1CCCN(c2ncnc3c2cnn3-c2ccccc2)C1 (stereo not drawn) | -3
Cc1ccccc1-c1ccc(=O)n(CC(=O)Nc2ccc(N3CCOCC3)cc2)n1 | -8
CCCCCN(C(=O)NC(=O)Nn1cnnc1)S(C)(=O)=O | 5
O=C1c2ccccc2NC(c2ccc3c(c2)OCO3)N1c1ccc(F)cc1 (stereo not drawn) | -11
O=C(CN(c1ccc(Cl)c(C(F)(F)F)c1)S(=O)(=O)c1ccccc1)NCC1CCCO1 (stereo not drawn) | -16
NS(=O)(=O)c1ccc(CCNc2ncnc3c2c(-c2ccccc2)cn3-c2cccc(C(F)(F)F)c2)cc1 | -6

6 structures from above, arranged by number of heavy atoms, ascending.
SMILES | 14-3-3 PPI
CC(=O)Nc1nc(C)nc(C)c1C(C)=O | -9
N#Cc1c(NC(=O)C2CCCCC2)sc2c1CCC2 | -30
CCOC(=O)C1CCCN(c2ncnc3c2cnn3-c2ccccc2)C1 (stereo not drawn) | -3
O=C1c2ccccc2NC(c2ccc3c(c2)OCO3)N1c1ccc(F)cc1 (stereo not drawn) | -11
CCN(CC)CCN1C(=O)C(=O)/C(=C(/O)c2ccccc2)C1c1ccccc1F (stereo not drawn) | -8
Cc1ccccc1-c1ccc(=O)n(CC(=O)Nc2ccc(N3CCOCC3)cc2)n1 | -8

Going on with the list.
SMILES | 14-3-3 PPI
CC1=C(C(=O)OC2CCCC(C)C2)C(c2cc3c(cc2Br)OCO3)NC(=O)N1 (stereo not drawn) | -6
COc1ccc2c(c1)CCc1sc(N=Cc3ccc(C)o3)nc1-2 | -2
CCn1c(C)c(C(C)=O)c(N2CCCCC2)nc1=S | -5
COc1ccc(N2C(=O)C3ON(C4SC(=S)N(C)C4(C)C)C(c4ccccc4)C3C2=O)cc1 (stereo not drawn) | 0
CN(C)C(=O)CN(C)S(=O)(=O)c1ccc(Cl)cc1 | -1
CCN(CCO)C(=O)C12CCC(C)(C(=O)C1)C2(C)C (stereo not drawn) | -5
CN(C)c1ccc(/C(=N\O)C(F)(F)F)cc1 | -5
O=[N+]([O-])c1ccc2nc(-c3ccco3)c(-c3ccco3)nc2c1 | -7
Cn1ccnc1SCCC#N | -6
CCC(=O)N1CCc2cc(S(=O)(=O)NC(C(=O)NCc3ccccc3)C(C)C)ccc21 (stereo not drawn) | -9
NCC(O)COCCC12CC3CC(CC(C3)C1)C2 (stereo not drawn) | -4
CCCCCCCNC(=O)c1ccc2c(c1)ncn2-c1cccc(F)c1 | -12
CCC(C)NC(=O)C1CCC(=O)N1Cc1ccc(F)cc1 (stereo not drawn) | -1
Cc1cccc(N2CN(CCc3ccccc3)CNC2=S)c1C | -4
O=C(CN1CCN(S(=O)(=O)c2ccc(Br)cc2)CC1)Nc1ccccc1F | -2

Arranged by value in 14-3-3 PPI (ascending): some entries from above
SMILES | 14-3-3 PPI
NCC(O)COCCC12CC3CC(CC(C3)C1)C2 (stereo not drawn) | -4
COc1ccc2c(c1)CCc1sc(N=Cc3ccc(C)o3)nc1-2 | -2
COc1ccc(N2C(=O)C3ON(C4SC(=S)N(C)C4(C)C)C(c4ccccc4)C3C2=O)cc1 (stereo not drawn) | 0

Further results:
SMILES | 14-3-3 PPI
CCn1cc(C(=O)OCc2ccccc2)c(=O)c2ccc(C)nc21 | -1
O=[N+]([O-])c1cc2c(cc1C=Nc1ccccc1)OCO2 | 1
Cn1c(-c2ccccc2)cccc1=O | -4&0
CC(C)(C)C(=O)Nc1nnc(N=Cc2ccc(Br)s2)s1 | 1
O=C1CCCC2=C1C(c1cccc(Br)c1)c1c(nc(SCc3ccccc3)[nH]c1=O)N2 (stereo not drawn) | -7
CCOC(=O)N1CCC(NC(=O)CCS(=O)(=O)c2ccc3c(c2)CCN3C(=O)CC)CC1 | -2
CCS(=O)(=O)Nc1c(C(=O)OC)[nH]c2ccccc12 | 6
CCOc1ccc(Cn2nnc(C(=O)NCc3ccc(OC)cc3)c2N)cc1 | -3
O=[N+]([O-])c1cc(S(=O)(=O)C(Cl)(Cl)Br)ccc1NCc1ccccc1 | -4
CCOC(=O)C1CCN(C(=O)CCc2nc(-c3ccc(C)cc3)no2)CC1 | -5
O=C(CCCN1C(=O)CSc2ncccc21)N1CCN(c2cccc(C(F)(F)F)c2)CC1 | -1
COc1ccc(C(=O)Nc2cccc(C(F)(F)F)c2)cc1OC | -25
Cc1ccc(C(=O)COC(=O)CCC(=O)Nc2cccc(Cl)c2)cc1[N+](=O)[O-] | -7
O=C(O)c1ccc2[nH]c3c(c2c1)CCCC3 | 0
Cc1ccc2cccc(Oc3ncnc4scc(-c5ccccc5)c34)c2n1 | -24

Following part
SMILES | 14-3-3 PPI
O=C(Nc1ncc(Cc2cccc(Cl)c2)s1)c1ccccc1[N+](=O)[O-] | -6
CCC1Oc2ccc(C)cc2N(CC(=O)NCc2ccc3c(c2)OCO3)C1=O (stereo not drawn) | 1
C/C(Cl)=C/Cn1c(SCCN2CCOCC2)nc2c1c(=O)[nH]c(=O)n2C | 4
CCOC(=O)N1CCN(C(=O)c2ccc3c(=O)n(-c4ccc(OC)cc4)c(=S)[nH]c3c2)CC1 | 1
Cc1cc(C(=O)N2CCN(CCc3ccccc3)CC2)no1 | -6
CC1Cc2nc(SCC(=O)OCc3ccccc3)n(C)c(=O)c2S1 (stereo not drawn) | -5&-8
CCOc1ccc(C(=O)Nc2ccc(-c3nc4ccccc4o3)cc2)cc1Br | -165
CCCOc1ccc(C(=O)NCc2cccnc2)cc1 | 3
c1ccc(CN2CCN(Cc3ccccc3)C2c2cccs2)cc1 | -1
O=C(COc1ccc(-n2cnnn2)cc1)Nc1ccc(OC(F)(F)F)cc1 | -8
